Screens: PubChem, several laboratories
bovine MsrA act = bovine methionine sulfoxide reductase A activation | purified bovine MsrA, absorbance read-out | activation, % at 10.6 µM | 0.3% of 360,000 active; in the data active = activation above about 7.5%;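 note: 0% = vehicle and 100% = reference activator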
MsrA inh = bovine MsrA inhibition; purified bovine MsrA, absorbance read-out; inhibition, % at 15.5 µM; 0.75% of 360,000 active; in the data active = inhibition above about 4.5%;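 note: 0% = vehicle wells with enzyme and 100% = reference inhibitor wells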
eLon inh = inhibits E. coli Lon protease | purified E. coli Lon protease, fluorescence polarization | inhibition, % at 7.94 µM | 0.42% of 360,000 active; in the data active = inhibition above about 13%, passing the limit was not always enough;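 note: 0% = enzyme with probe and DMSO and 100% = no enzyme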
PABP1 MLLE inh = blocks PAM2 peptide binding to the PABP1 MLLE domain | P11940 | GST-MLLE / FITC-PAM2 fluorescence polarization | inhibition, % at 20 µM | 0.36% of 360,000 active | AID 588489; in the data active = inhibition above about 35%, passing the limit was not always enough;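 note: plate controls were DMSO wells with GST-MLLE for no effect and wells lacking GST-MLLE protein for full effect; some results filed as inactive read as strong as hits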
Target sequence (P11940 whole entry, looked up, the tested form may be a part): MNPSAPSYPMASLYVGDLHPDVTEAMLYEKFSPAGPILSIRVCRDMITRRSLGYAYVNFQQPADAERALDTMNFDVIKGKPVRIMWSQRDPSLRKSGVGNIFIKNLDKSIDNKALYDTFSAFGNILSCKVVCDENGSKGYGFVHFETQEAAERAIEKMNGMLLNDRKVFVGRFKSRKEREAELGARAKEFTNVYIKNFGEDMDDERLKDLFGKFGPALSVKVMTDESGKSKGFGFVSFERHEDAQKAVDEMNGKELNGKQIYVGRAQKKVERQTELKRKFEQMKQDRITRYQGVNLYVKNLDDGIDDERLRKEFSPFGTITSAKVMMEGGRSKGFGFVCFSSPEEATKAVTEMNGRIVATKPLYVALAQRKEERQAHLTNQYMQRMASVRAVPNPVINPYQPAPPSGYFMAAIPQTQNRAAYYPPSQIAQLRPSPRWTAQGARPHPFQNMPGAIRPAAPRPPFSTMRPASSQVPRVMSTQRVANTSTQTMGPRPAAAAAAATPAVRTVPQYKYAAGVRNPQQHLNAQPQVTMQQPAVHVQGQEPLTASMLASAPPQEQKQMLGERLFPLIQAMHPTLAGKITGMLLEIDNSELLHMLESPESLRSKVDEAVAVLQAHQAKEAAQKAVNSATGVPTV
Rpn11 inh = blocks the human proteasome subunit Rpn11; O00487; human 26S proteasome, Ub4-pepOG fluorescence polarization; 20S core pre-blocked with epoxomicin; calls only at 20 µM; 0.59% of 360,000 active; AID 588493;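 active = inhibition at 20 µM, scaled to each plate's controls, above about 33%, limit read from the data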
Rin1 Abl inh = inhibitors of human Rin1-Abl protein interaction; AID 588664; P00519+Q13671; 0.4% of 360,000 active; inhibition, % at 7.35 µM; TR-FRET Rin1/Abl binding, biochemical; in the data active = inhibition above about 5%, passing the limit was not always enough
MT1-MMP act inh = MT1-MMP (human) activation inhibition; P50281; HT1080 RFP-PRO-GFP cells, GFP/RFP ratio fluorescence, overnight; percent of plate control window, DMSO zero; GFP/RFP ratio change, % at 20 µM; 0.061% of 360,000 active; AID 651647;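 active = GFP/RFP ratio change of at least 30% with cell ATP level not reduced by more than half and red fluorescence within 50% of control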; note: strong numbers were not always called active
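Compound: 20 µM single dose, 1% DMSO / System: HT1080 RFP-PRO-GFP cells / Controls: DMSO and RFP-L50D-GFP cell wells / Read-out basis: GFP/RFP fluorescence ratio / Schedule: overnight compound exposure at 37 °C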
FAS-TE inh = inhibitors of human fatty acid synthase thioesterase domain; P49327; recombinant FAS-TE, OMFH fluorogenic substrate, fluorescence endpoint; inhibition, % at 15 µM; 0.67% of 360,000 active;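 active = compounds whose normalised, plate-corrected inhibition of enzyme fluorescence in the single-dose primary screen is 50% or more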;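 note: 0% = DMSO with enzyme and 100% = substrate without enzyme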
CSN deneddyl inh = inhibitors of human CSN-mediated cullin deneddylation; Q92905; 0.38% of 360,000 active; Purified CSN, SCF-Nedd8-OG deneddylation, fluorescence polarization; inhibition, % at 12.5 µM;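 active = pattern-corrected inhibition above about 35%, with an unprinted fluorescence ratio check between 0.5 and 1.5, limit read from the data, passing the limit was not always enough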;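 note: 0% = enzyme with substrate and 100% = substrate without enzyme; some results filed as inactive read as strong as hits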
Target sequence (Q92905 whole entry, looked up, one chain of several): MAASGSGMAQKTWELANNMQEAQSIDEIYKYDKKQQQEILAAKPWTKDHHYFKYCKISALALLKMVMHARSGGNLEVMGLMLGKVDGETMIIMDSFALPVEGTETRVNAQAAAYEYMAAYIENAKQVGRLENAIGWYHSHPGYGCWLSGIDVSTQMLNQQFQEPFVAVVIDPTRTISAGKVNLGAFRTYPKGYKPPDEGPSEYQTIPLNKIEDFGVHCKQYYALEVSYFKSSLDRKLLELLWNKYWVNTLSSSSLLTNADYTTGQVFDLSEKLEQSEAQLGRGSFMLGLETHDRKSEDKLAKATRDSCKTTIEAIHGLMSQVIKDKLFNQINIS
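Assay system: Purified human Csn5 enzyme expressed in HEK293T cells | Amount: Enzyme 0.24 nM | Measured by: Fluorescence polarization readout | Medium: Tris/NaCl/DTT buffer, pH 7.5 | Compound dosing: One concentration, 12.5 µM, 0.25% DMSO | Times: 90 min incubation of compound, enzyme and substrate at room temperature | Control set: no-enzyme wells high, enzyme-with-substrate wells low | Read-out: % inhibition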
* = called active by the depositor; i = inactive; + = active, no number; & = joins results of further samples.

SMILES	bovine MsrA act	MsrA inh	eLon inh	PABP1 MLLE inh	Rpn11 inh	Rin1 Abl inh	MT1-MMP act inh	FAS-TE inh	CSN deneddyl inh
CC1CCCCC12NC(=O)N(CC(=O)NCc1ccccc1)C2=O (configuration not stated)	-6	-1.2	-14	12	i	5	-4	-7	-3
Cc1ccc(NC(=O)CCc2nnc3ccc(N4CCN(C)CC4)nn23)cc1F	-1	-0.8	2	3	i	3	0	-1	1
COc1cccc(NC(=O)c2cccc(Cl)c2)c1	-2	-0.9	-5	-16	i	-1	-2	6	4
Cc1cccc(NC(=O)c2ccccn2)c1C	-3	-0.2	6	3	i	-1	1	-7	0
COc1ccccc1CNC(=O)c1cc(C(C)C)nc2ccccc12	-1	-0.5	-11	-8	i	2	-1	3	3
C#CC1(O)CC(C)NCC1(C)CCC#N (configuration not stated)	-2	0.3	-1	-2	i	-2	-2	-8	-3
COCCNC(=O)CCCn1c(=O)c2cc(OC)c(OC)cc2n(CC(=O)c2ccccc2)c1=O	-3	-0.2	6	-10	i	0	2	-4	-1
Cc1[nH]c2ccccc2c1-c1csc(NC(=O)CSCC(=O)O)n1	-2	-0.1	-2	2	i	2	-4	-7	1
COc1ccc(-c2nc3cc(C)c(Br)c(C)n3c2CC(C)(C)C)cc1OC	-3	-0.2	1	-1	i	3	-8	12	-4
COc1ccc2oc(=O)c(-c3nnc(N)s3)cc2c1	-4	3.0	8	6	i	-16	4	-8	-4
COC(=O)c1c(C)cc(C)c2c1CC(C)(C)C2=O	-6	0.3	5	-2	i	-5	1	0	4
O=C(N=NC(=O)c1ccc2c(O)n(CC3CCCO3)c(O)c2c1)c1cccnc1 (configuration not stated)	-4	0.8	3	0	i	-3	-3	-6	0
Cc1c(NC(=O)C2CCCNC2=O)c(=O)n(-c2ccccc2)n1C (configuration not stated)	-8	-1.0	-15	12	i	3	7	-9	-2
COc1cc(C(=O)OC(C)CN2C(C)CCCC2C)cc(OC)c1OC (configuration not stated)	-5	-0.1	-6	11	i	-1	3	-3	2
CCN1CCCC1CNC(=O)C(=O)NC(C)c1ccccc1 (configuration not stated)	1	-0.4	-9	-10	i	-1	2	0	-5
COc1ccc(Cn2nnnc2CN2CCOCC2)cc1	-9	0.6	1	-11	i	-3	5	-8	-1
Cn1nnnc1Sc1ncnc2scc(-c3cccc(Br)c3)c12	-2	-1.2	2	-12	i	1	-20	27	4
COc1ccc(P(=O)(COc2ccc([N+](=O)[O-])cc2)c2ccc(OC)cc2)cc1	-4	1.7	-5	13	i	1	4	30	-12
CN1C(=O)NC(c2ccccc2Cl)C2=C1CC(C)(C)CC2=O (configuration not stated)	-7	1.5	0	5	i	4	-2	-8	-2
CC(C)(C)NC(=O)Nc1ccc(F)c(Cl)c1	-3	-0.9	3	-11	i	-2	-3	4	-2
O=C(c1ccccc1)c1ccc(OCCCN2CCCCC2)cc1	-1	0.3	-2	-10	i	-2	-3	-3	2
Cc1cccc(NC(=O)c2nc[nH]c2C(=O)N[C@@H](C)CO)c1	-1	-0.4	-9	13	i	-5	3	-5	4
CC(C)Oc1cccc(C(=O)C2CCCN(Cc3ccc(Oc4ncccn4)cc3)C2)c1 (configuration not stated)	-3	-0.3	-15	0	i	1	-1	5	0
COC(=O)C1=NN(C(=O)c2ccccc2)C(O)(c2ccc([N+](=O)[O-])cc2)C1 (configuration not stated)	-3	0.9	8	11	i	-1	-1	15	4
Cn1c(=O)c2c(nc(N3CCCCC3)n2CC(O)COc2ccccc2)n(C)c1=O (configuration not stated)	-3	-0.4	7	6	i	2	-2	2	-1
CCOC(=O)c1ccc(/C=C2/C=C(c3ccccc3)N(c3ccc(Cl)c(C(=O)O)c3)C2=O)cc1	-6	0.0	-66	-116	+	3	-9	4	29
CC1CC(C)CN(CC(=O)N2CCc3[nH]c4ccccc4c3C2)C1 (configuration not stated)	-3	-0.6	-5	11	i	-3	5	-12	-1
CS(=O)(=O)N(CC(=O)NCc1ccco1)c1cccc([N+](=O)[O-])c1	-4	0.3	2	5	i	-1	-1	3	-5
CCOc1ccccc1OCC(=O)Nc1ccc(S(=O)(=O)Nc2nc(C)cc(C)n2)cc1	3	-0.9	3	12	i	-1	8	-6	3
CC(=O)OCc1cc(-c2nc3ccccc3[nH]c2=O)nn1-c1ccc(Cl)cc1	-9	0.1	7	-3	i	1	7	2	2
CCC1(C(=O)OC)NC(c2ccco2)C2C(=O)N(c3ccc(F)cc3)C(=O)C21 (configuration not stated)	-5	0.5	-6	2	i	0	-4	-6	-9
CCc1ccc(CNC(=O)C2CCCN(c3nn4c(=O)cc(C)nc4s3)C2)cc1 (configuration not stated)	-3	0.4	-5	-4	i	0	8	-3	4
Cc1c(C(=O)NC(=S)Nc2ccc(NC(=O)c3cccs3)cc2)cccc1[N+](=O)[O-]	-4	2.3	-5	18	i	1	1	24	1
Cc1cc(Nc2cccc(Cl)n2)n(-c2ccccc2)n1	-11	-0.4	-1	6	i	2	-5	-6	-15
O=C1OC(c2ccccc2)=N/C1=C\C=C\c1ccco1	-7	4.9*	-10	-9	i	-2	0	22	9
COc1cccc(N(C(=O)c2ccn[nH]2)C2(C(=O)Nc3c(C)cccc3C)CCCCC2)c1	-5	0.1	-3	-13	i	-1	2	-4	-5
Cc1c(Cl)cccc1Nc1nc(N)nc(CSCCO)n1	-5	-0.3	4	11	i	0	-1	-10	-1
Cc1ccc(CCNC(=O)C2CC(c3cccc(F)c3)=NO2)cc1 (configuration not stated)	-1	0.9	-5	-1	i	1	-1	-4	-1
O=C(CN1CCOCC1)Nc1ccc(NC(=O)c2ccccc2F)cc1	-2	0.5	-2	-14	i	2	1	-2	-4
Cc1nnc(NCc2ccco2)s1	-2	-0.1	-1	1	i	-2	2	-7	-1
N#C/C(=C/c1cn(-c2ccccc2)nc1-c1cccc(OCc2ccc(F)cc2)c1)C(=O)NCCCn1ccnc1	0	3.5	-22	-9	i	3	-3	-13	-2
COc1ccc2c(c1)NC1(O)c3ccccc3C(=O)C21O (configuration not stated)	-3	0.3	-4	-3	i	1	-3	-5	1
Cc1ccccc1C(=O)O/N=C(\N)c1ccc([N+](=O)[O-])cc1	-1	0.0	3	3	i	1	4	18	-3
COc1ccc(/C(=C/Nc2cccc(Br)c2)C(C)=O)cc1OC	-3	4.4	0	-19	i	-2	2	4	3
COCCn1c(SCC(=O)Nc2cc(C)on2)nnc1C(C)C	-1	0.0	11	-1	i	-2	1	-3	0
COc1cc(OC)cc(-c2nnc(SCC(=O)Nc3ccc(C(=O)O)cc3)s2)c1	-3	2.4	2	-69	i	-2	0	-2	-2
CN1CCN(c2ncc3c(n2)CC(c2ccccc2F)CC3=O)CC1 (configuration not stated)	-2	2.0	0	-12	i	0	-6	-3	0
Cc1ccc(-c2cc(-c3n[nH]c(=S)n3C)c3ccccc3n2)cc1	-4	2.3	3	-26	i	0	1	-3	-5
CC(=O)Nc1ccc(S(=O)(=O)N2CCN(c3nnnn3-c3ccccc3)CC2)cc1	-7	0.0	0	7	i	-5	-2	-1	2
Cc1ccc(C2C(C=Nc3c(C)n(C)n(-c4ccccc4)c3=O)=C(c3ccccc3)Oc3ccccc32)cc1 (configuration not stated)	-10	-0.9	10	4	i	0	-8	24	9
Remaining list, next part
SMILES	bovine MsrA act	MsrA inh	eLon inh	PABP1 MLLE inh	Rpn11 inh	Rin1 Abl inh	MT1-MMP act inh	FAS-TE inh	CSN deneddyl inh
CC1=C([N+](=O)[O-])C(c2ccc(O)c(O)c2)NC(=O)N1 (configuration not stated)	-2	2.3	-6	11	i	2	-2	-3	-3
C=CCOc1ccc(CNCCO)cc1OCC	-6	-0.9	-7	9	i	-4	3	-8	4
COc1ccccc1S(=O)(=O)N(C)C[C@H]1OCc2cnnn2CCCC(=O)N([C@H](C)CO)C[C@@H]1C	0	-0.2	-3	2	i	4	2	-10	-4
N#Cc1cccc(NCC(=O)Nc2cccc(S(=O)(=O)N3CCCCC3)c2)c1	-1	0.3	1	0	i	4	4	17	0
Cc1oncc1C(=O)Nc1ccc2ccccc2c1	-3	-0.1	-3	-4	i	-1	0	0	0
O=C(CSc1cccc2cccnc12)NCc1ccco1	0	0.4	-2	6	i	-3	-2	-7	-1
CC(=O)Nc1ccc(NC2=C/C(=N/S(=O)(=O)c3cccs3)c3ccccc3C2=O)cc1	1	47*	6	5	i	4	-15	13	3
CC1(C)CC[C@]2(C(=O)O)CC[C@]3(C)C(=CC[C@@H]4[C@@]5(C)CC[C@H](O[C@@H]6O[C@H](C(=O)O)[C@@H](O)[C@H](O[C@@H]7OC[C@H](O)[C@H](O)[C@H]7O)[C@H]6O)C(C)(C)[C@@H]5CC[C@]43C)[C@@H]2C1	-2	1.5	3	12	i	1	-4	-5	3
CCc1nnc(NC(=O)C2CCN(S(=O)(=O)Cc3ccccc3)CC2)s1	-2	0.2	8	4	i	-3	1	-1	4
CCn1cc(CN2CCN(CCc3ccccc3)C(CCO)C2)c(C)n1 (configuration not stated)	-2	-0.9	12	-1	i	1	3	-1	-1

Compounds shown so far containing an aryl thioether with sulfur outside any ring, in the order listed:
SMILES	bovine MsrA act	MsrA inh	eLon inh	PABP1 MLLE inh	Rpn11 inh	Rin1 Abl inh	MT1-MMP act inh	FAS-TE inh	CSN deneddyl inh
Cn1nnnc1Sc1ncnc2scc(-c3cccc(Br)c3)c12	-2	-1.2	2	-12	i	1	-20	27	4
COCCn1c(SCC(=O)Nc2cc(C)on2)nnc1C(C)C	-1	0.0	11	-1	i	-2	1	-3	0
COc1cc(OC)cc(-c2nnc(SCC(=O)Nc3ccc(C(=O)O)cc3)s2)c1	-3	2.4	2	-69	i	-2	0	-2	-2
O=C(CSc1cccc2cccnc12)NCc1ccco1	0	0.4	-2	6	i	-3	-2	-7	-1

More records:
SMILES	bovine MsrA act	MsrA inh	eLon inh	PABP1 MLLE inh	Rpn11 inh	Rin1 Abl inh	MT1-MMP act inh	FAS-TE inh	CSN deneddyl inh
COc1ccccc1CC(=O)Nc1cccc2c1CCCC2	-7	-1.4	-4	-3	i	0	3	-13	0
O=C(NNc1ncnc2c1cnn2-c1ccccc1)c1ccco1	-4	0.0	-3	-1	i	-5	2	-2	-1
CSc1cccc(NC(=O)C2CCN(S(=O)(=O)c3cnc[nH]3)CC2)c1	-8	-1.4	-5	-6	i	-1	-2	-13	2
Cc1ccc(-n2nc3c(=O)n(CC(=O)NCCC4=CCCCC4)nc(C)c3c2C)cc1	0	-0.5	-8	11	i	-2	1	2	-2
CCn1nnc(NC(=O)C(c2ccccc2)c2ccccc2)n1	-12	-0.8	-2	0	i	-4	-3	-2	2
O=C(Nc1ncn[nH]1)c1cc(S(=O)(=O)Nc2ccc(Cl)cc2)ccc1Cl	-10	0.8	5	-3	i	0	3	-19	0
COC(=O)c1c(NC(=O)CN2CCN(Cc3ccc4c(c3)OCO4)CC2)sc(C)c1C	-2	1.1	9	16	i	-4	3	22	9
CCCCN(CCCC)C(=O)C[n+]1cccc(/C=N/O)c1	-1	0.4	-2	6	i	2	1	-4	0
CC(C)CC(=O)N[C@H](C(=O)N[C@H](C(=O)N[C@@H](CC(C)C)[C@@H](O)CC(=O)N[C@@H](C)C(=O)N[C@@H](CC(C)C)[C@@H](O)CC(=O)O)C(C)C)C(C)C	-5&-3	-0.6&-1.5	1&-8	-7&3	i	0&-5	-2&3	1&-4	-1&-4
COc1ccc(C(C)=O)cc1CSc1nnc(-c2ccncc2)n1C	-12	1.9	-6	-8	i	1	8	-3	0
